Compound activity as filed in PubChem.
phage Ecoli inh: E. coli growth loss with phage present | inhibition, % at 11.9 µM | growth absorbance | 0.26% of 360,000 active | AID 651602; in the data active means inhibition above about 11%
PKA-R1A act: activators of PKA-R1A complex | 0.083% of 340,000 active | PKA-R1A dissociation, Cy5-IP20 fluorescence polarization; scaled: DMSO 0%, 113 µM cGMP 100% | P00514+P68181 | activation, % at 11.4 µM;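 active means percent activation above the mean of all tested compounds plus 3 SD, cut at about 19% in these data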;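 further: higher means more PKAc released from R1A so a rise in polarization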
Numbers without * were called inactive. The list is partial, so the mix of outcomes need not match the whole.

SMILES	phage Ecoli inh	PKA-R1A act
CCCC1NC(=O)c2cccnc2-n2c1nc1ccc(Br)cc1c2=O (stereo unspecified)	-0.2	-8
C#CCN(C[C@@H]1[C@@H](OC(=O)NCC2CCCCC2)[C@@H](OC(=O)NCC2CCCCC2)Cn2c(=O)n(CCCCCC)c(=O)n21)S(=O)(=O)c1ccc(C)cc1	2.4	2
C[C@H](CO)N1C[C@H](C)[C@@H](CN(C)C(=O)Oc2ccccc2)OCc2cn(nn2)CCCC1=O	1.3	-4
C[C@@H]1CN([C@H](C)CO)C(=O)CCCn2nncc2CO[C@@H]1CN(C)C(=O)Nc1ccc2c(c1)OCO2	1.5	2
C/C=C/c1cnc2c(c1)C(=O)N([C@H](C)CO)C[C@H](C)[C@@H](CN(C)C(=O)CN1CCOCC1)O2	3.0	-2
CSC[C@H]1CN(Cc2ccccc2)C(=O)[C@@H]1CC(=O)Nc1ccc(Br)cc1	4.4	-1
Cc1ccc(S(=O)(=O)N(C)C[C@H]2OCc3cnnn3CCCC(=O)N([C@H](C)CO)C[C@H]2C)cc1	0.7	-9
Cc1ccc([C@H]2C[C@@H](O)[C@H](n3cc(C4CC4)nn3)CN2C(=O)C2CCCCC2)cc1	0.2	4
CCN(CC)C(=O)c1[nH]cnc1C(=O)Nc1ccccc1F	1.9	-15
C[C@H]1CN([C@@H](C)CO)C(=O)CCCn2nncc2CO[C@H]1CN(C)C(=O)c1ccncc1	3.3	9
C#CCN(C[C@@H]1[C@@H](OC(=O)NC2CC2)[C@@H](OC(=O)NC2CC2)CN(C(=O)OC(C)C)N1C(=O)OC(C)C)S(=O)(=O)c1ccc(C)cc1	-0.6	-14
COc1ccc(NC(=O)C[C@H]2C(=O)N(Cc3cccnc3)C[C@@H]2Cc2ccccc2)cc1	0.2	-5
C[C@H](O)[C@@H]1C(=O)N2CCc3c([nH]c4ccccc34)[C@@H]2C[C@@H]1N(C)C(=O)Nc1ccccc1	1.7	7
O=C(Nc1cccc(Cl)c1)c1nc[nH]c1C(=O)Nc1ccccc1F	0.2	0
O=C(C[C@H]1C[C@@H]2c3cc(NC(=O)c4ccc5c(c4)OCO5)ccc3O[C@@H]2[C@H](CO)O1)NCc1cc(F)ccc1F	4.3	-9
CCCCCCN1C[C@H](O)[C@@H](n2cc(COC(=O)c3ccccc3)nn2)C[C@@H]1c1ccc(C)cc1	3.5	-4
CCN1C(=O)[C@H]2[C@@H](c3ccc(OC)cc3)N[C@]3(CCCN(Cc4ccc(OC)cc4)C3=O)[C@H]2C1=O	3.5	14
CCCNC(=O)C[C@@H]1C[C@H]2c3cc(NC(=O)c4ccc5c(c4)OCO5)ccc3O[C@H]2[C@@H](CO)O1	3.6	-6
Cc1ccccc1S(=O)(=O)N(C)C[C@H]1OCc2cnnn2CCCC(=O)N([C@@H](C)CO)C[C@H]1C	1.8	5
C#CCN(C[C@@H]1[C@@H](OC(=O)NCc2ccc(OC)c(OC)c2)[C@@H](OC(=O)NCc2ccc(OC)c(OC)c2)Cn2c(=O)ccc(=O)n21)S(=O)(=O)c1ccc(C)cc1	0.6	9
CC(C)(C)OC(=O)NCCCCCNC(=O)c1[nH]cnc1C(=O)Nc1cc(Br)ccc1F	0.9	-10
COc1ccc(NC(=O)C[C@H]2C(=O)N(CCc3ccccc3)C[C@@H]2Cc2ccccc2)cc1	0.9	-20
C[C@H](O)CNC(=O)c1[nH]cnc1C(=O)Nc1cccc(Cl)c1	1.8	-17
CSc1ncnc2c1ncn2CCCNCC(c1ccccc1)c1ccccc1	2.0	-12
C[C@@H]1CN([C@@H](C)CO)C(=O)CCCn2nncc2CO[C@@H]1CN(C)C(=O)Nc1ccccc1F	1.8	-4

2 of the compounds above, as comma-separated lines.
smiles,phage Ecoli inh,PKA-R1A act
CC(C)(C)OC(=O)NCCCCCNC(=O)c1[nH]cnc1C(=O)Nc1cc(Br)ccc1F,0.9,-10
O=C(Nc1cccc(Cl)c1)c1nc[nH]c1C(=O)Nc1ccccc1F,0.2,0

Next part.
SMILES	phage Ecoli inh	PKA-R1A act
COc1ccc(-c2ccc(CN3C(C(C)C)C(=O)N(Cc4cn(CC5CCCCC5)nn4)CCS3(=O)=O)cc2)cn1 (stereo unspecified)	2.0	6
C[C@@H]1CN([C@H](C)CO)C(=O)CCCn2nncc2CO[C@@H]1CN(C)S(=O)(=O)c1ccc(F)cc1	3.5	-8
O=C(C[C@@H]1C[C@H]2c3cc(NC(=O)C4CCC4)ccc3O[C@H]2[C@@H](CO)O1)NCc1ccc(-c2ccccc2)cc1	1.9	-5
COc1ccc(NC(=O)N(C)[C@H]2C[C@H]3c4[nH]c5ccccc5c4CCN3C[C@H]2[C@H](C)O)cc1	1.7	-9
C[C@@H]1CN([C@@H](C)CO)C(=O)c2cc(NC(=O)C3CCCCC3)ccc2O[C@@H](C)CCCCO[C@@H]1CN(C)C(=O)CCCN(C)C	1.5	-4
COc1cccc(CN(C)CCCn2cnc3c(OC)ncnc32)c1	2.1	6
CCN(CC)C(=O)C1=C(C)N(Cc2ccc(OC)cc2)C(=O)C(CC(=O)NC(c2ccccc2)c2ccccc2)C1 (stereo unspecified)	0.7	-12
O=C(c1cccs1)N1C[C@@H](n2cc(C3CC3)nn2)[C@H](O)C[C@@H]1c1ccccc1	0.6	-2
C[C@@H]1CN([C@@H](C)CO)C(=O)c2cc(N(C)C)ccc2O[C@@H](C)CCCCO[C@@H]1CN(C)S(=O)(=O)c1cccs1	1.5	-4
CCN(CC)C(=O)C1=C(C)N(CCCN2CCCC2=O)C(=O)C(CC(=O)NCCc2ccccn2)C1 (stereo unspecified)	4.5	0
COc1ccc(S(=O)(=O)N(C)C[C@H]2Oc3ncc(C#CC4(O)CCCC4)cc3C(=O)N([C@@H](C)CO)C[C@@H]2C)cc1	0.6	3
CCCCN1C(=O)C(CC(=O)NCCCCc2ccccc2)CC(C(=O)N(C)C)=C1C (stereo unspecified)	-0.2	-15
COc1ccccc1NC(=O)N(C)C[C@H]1OCc2cn(nn2)CCCC(=O)N([C@@H](C)CO)C[C@@H]1C	1.7	-9
O=C1[C@H]2[C@@H](c3ccc(C(F)(F)F)cc3)N[C@]3(CCCN(Cc4ccc(Br)cc4)C3=O)[C@H]2C(=O)N1Cc1ccccc1	6.0	-1
Cc1ccc([C@H]2C[C@H](O)[C@@H](n3cc(C4CC4)nn3)CN2CC2CCCCC2)cc1	3.8	-2
C[C@H](CO)N1C[C@H](C)[C@@H](CN(C)Cc2ccc3c(c2)OCCN3C)OCc2cnnn2CCCC1=O	4.5	-5
Cc1cccc(-c2n[nH]nc2C2=CC(=O)CC(C)(C)C2)c1	2.3	-3
CC(C)OC(=O)N(C)C[C@H]1OCc2cnnn2CCCC(=O)N([C@H](C)CO)C[C@@H]1C	2.5	-24
C[C@@H]1CN([C@@H](C)CO)C(=O)CCCn2cc(nn2)CO[C@H]1CN(C)S(=O)(=O)c1ccc(Oc2ccccc2)nc1	1.8	6
C[C@H](CO)N1C[C@H](C)[C@@H](CN(C)S(=O)(=O)c2ccc(C#N)cc2)OCc2cnnn2CCCC1=O	1.5	-8
COCC(=O)Nc1ccc2c(c1)[C@@H]1C[C@H](CC(=O)OC)O[C@@H](CO)[C@@H]1O2	3.1	-11
C[C@@H]1CCCCO[C@H](CN(C)S(=O)(=O)c2cccs2)[C@H](C)CN([C@@H](C)CO)C(=O)c2cc(NC(=O)NC3CCCCC3)ccc2O1	2.2	-8
CN(C(=O)Nc1ccc(F)cc1)[C@H]1C[C@H]2c3[nH]c4ccccc4c3CCN2C(=O)[C@H]1CO	2.5	-6
C#CCN(C[C@@H]1[C@@H](OC(=O)NC2CC2)[C@@H](OC(=O)NC2CC2)Cn2c(=O)ccc(=O)n21)S(=O)(=O)c1ccc(C)cc1	2.6	-7
CCCCCCN1C[C@H](n2cc(COC(=O)c3ccccc3)nn2)[C@@H](O)C[C@@H]1c1ccc(Cl)cc1	2.0	-1

7 compounds out of the list above, sorted by their value in phage Ecoli inh, high to low.
SMILES	phage Ecoli inh	PKA-R1A act
C[C@@H]1CN([C@H](C)CO)C(=O)CCCn2nncc2CO[C@@H]1CN(C)S(=O)(=O)c1ccc(F)cc1	3.5	-8
C#CCN(C[C@@H]1[C@@H](OC(=O)NC2CC2)[C@@H](OC(=O)NC2CC2)Cn2c(=O)ccc(=O)n21)S(=O)(=O)c1ccc(C)cc1	2.6	-7
COc1cccc(CN(C)CCCn2cnc3c(OC)ncnc32)c1	2.1	6
O=C(C[C@@H]1C[C@H]2c3cc(NC(=O)C4CCC4)ccc3O[C@H]2[C@@H](CO)O1)NCc1ccc(-c2ccccc2)cc1	1.9	-5
COc1ccc(NC(=O)N(C)[C@H]2C[C@H]3c4[nH]c5ccccc5c4CCN3C[C@H]2[C@H](C)O)cc1	1.7	-9
C[C@@H]1CN([C@@H](C)CO)C(=O)c2cc(N(C)C)ccc2O[C@@H](C)CCCCO[C@@H]1CN(C)S(=O)(=O)c1cccs1	1.5	-4
CCN(CC)C(=O)C1=C(C)N(Cc2ccc(OC)cc2)C(=O)C(CC(=O)NC(c2ccccc2)c2ccccc2)C1 (stereo unspecified)	0.7	-12

Other structures follow:
SMILES	phage Ecoli inh	PKA-R1A act
CCCCCCN1C[C@@H](n2cc(COC(=O)c3ccccc3)nn2)[C@H](O)C[C@@H]1c1ccc(OC)cc1	-0.9	-14
O[C@H]1CN(Cc2cccs2)[C@@H](c2ccccc2)C[C@@H]1n1cc(-c2ccc(F)cc2)nn1	3.4	1
CCCCN1C(=O)C(CC(=O)NC2CC2)CC(C(=O)N(CC)CC)=C1C (stereo unspecified)	1.2	-5
C[C@H]1CN([C@@H](C)CO)S(=O)(=O)c2ccc(Br)cc2O[C@@H]1CN(C)C(=O)Nc1ccc2c(c1)OCO2	2.8	-10
CN1OC[C@@H]2CN(S(=O)(=O)c3cccc(C(F)(F)F)c3)[C@H](c3ccc(-c4cc5ccccc5o4)cc3)C[C@@H]21	1.6	-4
C[C@@H]1Cn2cnc(C(=O)Nc3ccc(CNC(=O)OC(C)(C)C)cc3)c2C(=O)N1	-0.7	-10
CCCCCC(=O)N1C[C@H](n2cc(-c3ccc(F)cc3)nn2)[C@@H](O)C[C@@H]1c1ccc(C)cc1	-0.4	5
CCOC(=O)N(C)C[C@@H]1OCc2cnnn2CCCC(=O)N([C@H](C)CO)C[C@H]1C	3.4	-2
C[C@@H]1CN([C@@H](C)CO)C(=O)CCCn2nncc2CO[C@H]1CN(C)Cc1ccc(-c2ccccc2)cc1	-0.2	0
CCCCCCN1C[C@@H](n2cc(C3CC3)nn2)[C@H](O)C[C@@H]1c1ccccc1	1.3	-3
COc1ccc(S(=O)(=O)N(C)C[C@H]2Oc3cc(Br)ccc3S(=O)(=O)N([C@H](C)CO)C[C@H]2C)cc1	0.5	-5
CCCCCCN1C[C@H](O)[C@@H](n2cc(C3CC3)nn2)C[C@@H]1c1ccc(OC)cc1	-0.9	-6
Cc1ccc(S(=O)(=O)N(C)C[C@H]2OCCCC[C@H](C)Oc3ccc(NC(=O)Nc4cccc5ccccc45)cc3C(=O)N([C@@H](C)CO)C[C@H]2C)cc1	1.7	8
Cc1ccc(S(=O)(=O)N2C[C@@H](C)[C@]3(C2)[C@H](O)[C@H](OC(=O)NCc2ccccc2F)C[C@H]2C(=O)N(c4ccccc4)C(=O)[C@H]23)cc1	2.1	6
CC(C)OC(=O)N(C)C[C@@H]1OCc2cnnn2CCCC(=O)N([C@@H](C)CO)C[C@H]1C	3.0	-8
Cc1cc(C)c2c(=O)n3c(nc2c1)C(Cc1ccccc1)NC(=O)c1cc2ccccc2cc1-3 (stereo unspecified)	3.3	15
C[C@@H]1CN([C@@H](C)CO)S(=O)(=O)c2ccc(-c3ccccc3)cc2O[C@@H]1CN(C)Cc1ccccc1C(=O)O	2.5	7
Cc1ccc([C@H]2C[C@H](n3cc(C4CC4)nn3)[C@@H](O)CN2C(=O)c2cccs2)cc1	1.8	-7
C[C@@H]1CCCCO[C@@H](CN(C)C(=O)c2ccccc2)[C@@H](C)CN([C@H](C)CO)C(=O)c2cc(N(C)C)ccc2O1	0.4	9
C[C@@H]1CCCCO[C@@H](CN(C)S(=O)(=O)c2ccc(F)cc2)[C@@H](C)CN([C@H](C)CO)C(=O)c2cc(NC(=O)c3ccccc3)ccc2O1	2.5	4
CC(C)C#Cc1ccc2c(c1)O[C@@H](CN(C)C(=O)c1cnccn1)[C@@H](C)CN([C@@H](C)CO)S2(=O)=O	3.7	13
Cc1ccc(S(=O)(=O)N2C[C@]3(O)C[C@@H]4C(=O)N(c5ccccc5)C(=O)[C@@H]4C[C@]3(OC(=O)Nc3cccs3)C2)cc1	-0.4	2
CN1OC[C@@H]2CN[C@H](c3ccc(-c4ccccc4)cc3)C[C@@H]21	-0.4	-5
C[C@@H]1CN([C@H](C)CO)C(=O)CCCn2cc(nn2)CO[C@H]1CN(C)C(=O)Nc1cccc(Oc2ccccn2)c1	1.3	-6
O=C1C=C(c2ccc(CO)cc2)C[C@@H](c2ccc(F)cc2)C1	3.7	3
Nc1ccn([C@@H]2O[C@H](CNCc3cc(Br)ccc3OCc3ccccc3)[C@@H](O)[C@H]2O)c(=O)n1	2.9	-20
O=C(c1ccoc1)N1CCN(c2cc(-c3ccccc3)nc3cc(-c4ccc(Br)cc4)nn23)CC1	3.2	-5
